# ssDAF12 agonist – activators of S. stercoralis DAF-12 nuclear receptor; HEK293 ssDAF-12/GRIP1 lit1-tk-luc reporter, luminescence; % of 3 µM dafachronic acid response; activation, % at 6.8 µM; actives 1% (n = 370,000); AID 652126;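 active = activation above the mean over all tested compounds plus 3 SD, cut at about 0.9% in these data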;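 note: 0% = DMSO-only wells and 100% = 3 µM delta7-dafachronic acid wells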
# NPR2 activator – GC-B (human) receptor activation; HEK293-GC-B cells, CNP EC30, cGMP TR-FRET; 0% at EC30 CNP, 100% saturating CNP; actives 0.11% (n = 370,000); activation, % at 10 µM; P20594;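 active = activation at 10 µM reaching about 35% in either raw or pattern-adjusted values, limit read from the data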
# Target sequence (P20594 whole entry, looked up): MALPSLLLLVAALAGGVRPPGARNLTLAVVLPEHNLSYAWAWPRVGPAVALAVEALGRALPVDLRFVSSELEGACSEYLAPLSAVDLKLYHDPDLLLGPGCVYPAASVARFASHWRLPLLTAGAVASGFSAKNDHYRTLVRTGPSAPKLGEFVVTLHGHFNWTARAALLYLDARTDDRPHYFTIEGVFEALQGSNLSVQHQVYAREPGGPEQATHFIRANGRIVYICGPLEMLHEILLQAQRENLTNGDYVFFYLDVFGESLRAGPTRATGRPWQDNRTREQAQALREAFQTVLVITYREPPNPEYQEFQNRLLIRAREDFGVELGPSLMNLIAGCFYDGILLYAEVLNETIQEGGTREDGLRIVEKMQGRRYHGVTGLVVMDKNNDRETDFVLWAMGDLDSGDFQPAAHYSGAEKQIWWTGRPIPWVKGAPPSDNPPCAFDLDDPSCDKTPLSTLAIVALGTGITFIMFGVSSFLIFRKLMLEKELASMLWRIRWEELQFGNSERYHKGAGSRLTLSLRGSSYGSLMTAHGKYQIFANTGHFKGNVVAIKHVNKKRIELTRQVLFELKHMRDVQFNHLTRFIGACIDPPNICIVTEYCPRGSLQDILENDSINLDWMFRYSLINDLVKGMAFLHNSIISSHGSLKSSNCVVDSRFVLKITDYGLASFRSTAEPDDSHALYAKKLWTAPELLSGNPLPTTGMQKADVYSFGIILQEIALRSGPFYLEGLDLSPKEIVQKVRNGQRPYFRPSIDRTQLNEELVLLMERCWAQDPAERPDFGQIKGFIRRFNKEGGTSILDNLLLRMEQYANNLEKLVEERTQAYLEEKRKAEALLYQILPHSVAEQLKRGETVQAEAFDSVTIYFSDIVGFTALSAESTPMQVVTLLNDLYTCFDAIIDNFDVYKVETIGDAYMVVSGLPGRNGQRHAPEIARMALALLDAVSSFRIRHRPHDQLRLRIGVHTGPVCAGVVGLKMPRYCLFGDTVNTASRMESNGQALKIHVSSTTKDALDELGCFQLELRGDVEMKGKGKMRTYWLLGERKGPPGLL
# hcDAF-12 act – H. contortus DAF-12 activation, primary screen; HEK293 hcDAF-12 lit1-tk-luc reporter, luminescence; 0% DMSO, 100% Δ7-dafachronic acid; activation, % at 6.8 µM; actives 1.4% (n = 370,000); AID 652067;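 active = activation above the mean of all tested compounds plus 3 SD, cut at about 5.5% in these data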;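 note: 100% = response to 3 µM Δ7-dafachronic acid high control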
# DAX1 inh-1 – NR0B1 (DAX1) inhibition; P51843; HEK293 Gal4-DAX1 luciferase reporter, luminescence; inhibition, % at 6.75 µM; actives 0.99% (n = 340,000); AID 504766;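 active = inhibition above the mean over all tested compounds plus 3 SD, cut at about 4.2% in these data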;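 note: 0% = DAX1-transfected cells with DMSO and 100% = empty-vector control cells with DMSO; inhibition shows as a rise in luminescence from relieved DAX1 repression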
# NPR1 activator – GC-A (human) enzyme activation | HEK293 GC-A cells, cGMP TR-FRET, EC30 ANP; 0% at EC30 ANP, 100% saturating ANP | activation, % at 10 µM | AID 1671463 | actives 0.14% (n = 370,000) | P16066; in the data active = activation above about 40%
# ADAM10 inh – inhibitors of human ADAM10 | O14672 | recombinant ADAM10, EDANS/DABCYL FRET peptide cleavage, 3 h | inhibition, % at 7 µM | actives 0.62% (n = 370,000) | AID 720582;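 active = inhibition above a per-campaign cutoff equal to the mean of compounds falling between control-based bounds plus 3 SD, cut at about 20% in these data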;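 note: 0% = DMSO wells while the 100% control is not disclosed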
# DAX1 inh-2 – DAX1 (NR0B1) inhibition, primary screen; HEK293T StAR-luciferase reporter, SF-1/DAX-1 repression relief; inhibition, % at 6.8 µM; actives 1.1% (n = 370,000); AID 652010;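 active = inhibition above the mean over all tested compounds plus 3 SD, cut at about 3.6% in these data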;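 note: 0% = DAX-1 cells with DMSO and 100% = cells lacking DAX-1 with DMSO; higher inhibition means more luminescence from relief of DAX-1 repression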
# SMARCA2 act – activators of SMARCA2 function; MG213 cells, MMTV-luciferase reporter, dexamethasone, overnight; activation, % at 9.1 µM; actives 1% (n = 370,000); in the data active = activation above about 7.8%;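 note: 0% = vehicle wells and 100% = reference activator wells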
# sPLA2-III inh – Blocks human group III sPLA2 activity. QFRET BODIPY PC-A2 liposome hydrolysis, fluorescence. inhibition, % at 12.2 µM. actives 0.56% (n = 370,000);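 active = inhibition above mean plus 3 SD of compounds lying within the high and low control bounds, cut at about 19% in these data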;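 note: 0% = median of test compound wells and 100% = no enzyme DMSO wells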
# hgDAF-12 ag – agonists of H. glycines DAF-12 nuclear receptor; activation, % at 6.8 µM; actives 1.8% (n = 370,000); HEK293 GAL4-hgDAF12 UAS-luciferase reporter, agonist luminescence; normalized to butyrate control;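 active = activation above a cutoff set at the mean of all screened compounds plus 3 SD, cut at about 10% in these data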;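 note: 0% = DMSO wells and 100% = sodium butyrate wells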
# FXN GAA850 act – activators of GAA850 frataxin (FXN) promoter. HEK293 lucGAA850 FXN promoter luciferase reporter, 24 h; percent of 10 µM SAHA response. activation, % at 6 µM. actives 0.56% (n = 360,000). AID 540364;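 active = activation above the average of all compounds screened plus 3 SD, cutoff fixed separately per campaign, cut at about 7.5% in these data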;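 note: 0% = DMSO wells and 100% = 10 µM SAHA wells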
# Active calls of the source: *; x = no result given.
SMILES,ssDAF12 agonist,NPR2 activator,hcDAF-12 act,DAX1 inh-1,NPR1 activator,ADAM10 inh,DAX1 inh-2,SMARCA2 act,sPLA2-III inh,hgDAF-12 ag,FXN GAA850 act
CC1CN(C(=O)N2CCOCC2)CCN1C(=O)N1CCOCC1 (centres undefined),-1.6,1,-0.1,0.0,3,-5,-0.1,-3,1,-0.9,1.0
O=C(CC(=O)NN=Cc1ccc2c(c1)CCC2)NN=Cc1ccc2c(c1)CCC2,0.7,-2,0.8,0.6,-16,-15,0.3,-1,5,0.3,1.4
CCOC(=O)c1c(Cc2ccccc2)c[nH]c1C,-1.3,-1,1.8,2.3,1,0,0.6,2,-5,2.3,1.0
O=C(C(=O)N1CCC(CNS(=O)(=O)c2ccccc2)CC1)c1cc2ccccc2o1,-1.6,5,-0.7,x,0,-4,0.3,-4,2,-1.6,x
COc1ccccc1C(=O)NC(=O)CSc1nnnn1C,-0.8,6,0.0,2.0,1,-11,0.9,-4,16,-0.2,0.5
CC(C)c1ccc(NC(=O)CSc2nc(=O)n(CCN3CCOCC3)c3c2CCC3)cc1,-1.1,-7,-2.0,0.6,-1,-3,1.2,-1,2,0.0,-1.0
COC(=O)[C@@]12C[C@@H](CC(=O)NCC3CCCCC3)C(=O)N(CCc3ccc(OC)c(OC)c3)C1=CCC(C)(C)C2,-1.3,-3,-0.7,x,-5,8,0.6,-7,-8,-3.2,x
COc1ccc(C(=O)Nc2cccc(S(=O)(=O)NC3=NCCCCC3)c2)cc1,0.3,2,-1.0,-0.4,-1,-1,-2.1,-1,-3,-1.7,-0.9
CC(O)C(NS(=O)(=O)c1ccc(Cl)cc1)C(=O)OCc1cc([N+](=O)[O-])cc2c1OCOC2 (centres undefined),-1.7,-4,-1.9,-0.1,-7,-1,-0.8,-1,9,0.0,0.1
COc1ccc(S(=O)(=O)N(C)CC(=O)NCCN2CCOCC2)cc1Cl,-0.9,3,0.1,-0.6,-1,-7,0.0,-3,-1,-0.8,-0.7
CN(C)c1ccc(NC(=O)c2sc(SCC(=O)Nc3nccs3)nc2N)cc1,-1.4,5,-0.6,-0.7,3,8,0.0,0,-3,2.6,7.2
C=CCN1C(=O)/C(=C\c2cccc(OC(=O)c3ccco3)c2)SC1=S,-0.1,2,-0.7,-0.9,2,-3,-0.2,0,0,-0.2,-2.0
O=C(N/N=C1\CCSC1)c1cc(Cl)ccc1O,-0.6,3,1.3,3.2,1,-81,0.9,3,13,5.2,0.7
CC(NNC(=S)N1CCCCCC1)c1ccc2ccccc2n1 (centres undefined),-1.5,9,2.4,x,2,-115,0.8,-2,0,1.2,x
CCOC(=O)C1=C(CC)Nc2ccccc2N=C1NC(=O)c1cc(C)on1,-0.9,-4,-1.6,-0.9,0,-4,-0.6,3,1,-0.5,-0.5
NC1=NC[C@H](Cc2ccc(O)cc2)N1CCC12CC3CC(CC(C3)C1)C2,-0.8,-2,-0.1,0.9,4,4,-0.6,-1,-8,-0.4,-1.9
COc1cc(-c2nccc3cc4c(cc23)OCO4)cc(OC)c1OC,-1.4,10,0.0,-3.5,5,-4,-3.4,0,-7,0.9,-5.3
Cc1nc(NC(=O)COC(=O)c2cccs2)c(Cl)cc1Cl,-0.9,6,-1.6,1.4,0,0,0.7,5,-2,0.1,1.5
CC(=O)N1NC(=Nc2ccccc2)SC1(C)C,-2.4,10,0.2,-1.8,3,-4,-2.4,-4,9,-2.6,0.4
N#C/C(=C\c1ccc(C#N)cc1)C(=O)c1ccccc1,-0.6,3,-1.2,-0.2,6,-5,-0.1,5,-5,0.5,4.0
CN(CC(=O)N1CCN(c2ccccc2)CC1)S(=O)(=O)c1cccs1,-0.2,-8,2.0,1.5,3,3,0.2,0,-1,4.7,4.2
CC(O)(c1cccc(F)c1)c1nc(-c2ccccc2)cs1 (centres undefined),-1.1,0,-1.3,x,6,6,-1.6,-2,-20,3.2,2.4
Cc1noc(NS(=O)(=O)c2ccc(NC(=O)C(C)C)cc2)c1C,-0.8,8,0.0,-1.9,1,-4,0.3,0,-1,-0.3,2.9
CCOC(=O)c1ccc(NC(=S)Nc2ccc(C)cc2)cc1,-0.4,2,-1.5,-1.0,0,2,0.3,-1,3,1.5,2.5
Cc1ccc(S(=O)(=O)N2[C@H](CC(=O)c3ccccc3)OC[C@@H]2C(C)C)cc1,-0.8,-1,0.6,x,-1,3,-1.0,-1,-4,0.6,x

# Gathered by group, those above with nitrogen in an aromatic ring.
SMILES,ssDAF12 agonist,NPR2 activator,hcDAF-12 act,DAX1 inh-1,NPR1 activator,ADAM10 inh,DAX1 inh-2,SMARCA2 act,sPLA2-III inh,hgDAF-12 ag,FXN GAA850 act
CCOC(=O)c1c(Cc2ccccc2)c[nH]c1C,-1.3,-1,1.8,2.3,1,0,0.6,2,-5,2.3,1.0
COc1ccccc1C(=O)NC(=O)CSc1nnnn1C,-0.8,6,0.0,2.0,1,-11,0.9,-4,16,-0.2,0.5
CC(C)c1ccc(NC(=O)CSc2nc(=O)n(CCN3CCOCC3)c3c2CCC3)cc1,-1.1,-7,-2.0,0.6,-1,-3,1.2,-1,2,0.0,-1.0
CN(C)c1ccc(NC(=O)c2sc(SCC(=O)Nc3nccs3)nc2N)cc1,-1.4,5,-0.6,-0.7,3,8,0.0,0,-3,2.6,7.2
CC(NNC(=S)N1CCCCCC1)c1ccc2ccccc2n1 (centres undefined),-1.5,9,2.4,x,2,-115,0.8,-2,0,1.2,x
CCOC(=O)C1=C(CC)Nc2ccccc2N=C1NC(=O)c1cc(C)on1,-0.9,-4,-1.6,-0.9,0,-4,-0.6,3,1,-0.5,-0.5
COc1cc(-c2nccc3cc4c(cc23)OCO4)cc(OC)c1OC,-1.4,10,0.0,-3.5,5,-4,-3.4,0,-7,0.9,-5.3
Cc1nc(NC(=O)COC(=O)c2cccs2)c(Cl)cc1Cl,-0.9,6,-1.6,1.4,0,0,0.7,5,-2,0.1,1.5
CC(O)(c1cccc(F)c1)c1nc(-c2ccccc2)cs1 (centres undefined),-1.1,0,-1.3,x,6,6,-1.6,-2,-20,3.2,2.4
Cc1noc(NS(=O)(=O)c2ccc(NC(=O)C(C)C)cc2)c1C,-0.8,8,0.0,-1.9,1,-4,0.3,0,-1,-0.3,2.9

# Carrying on:
SMILES,ssDAF12 agonist,NPR2 activator,hcDAF-12 act,DAX1 inh-1,NPR1 activator,ADAM10 inh,DAX1 inh-2,SMARCA2 act,sPLA2-III inh,hgDAF-12 ag,FXN GAA850 act
O=C(NCCN1C(=O)S/C(=C/c2cccnc2)C1=O)c1ccc(S(=O)(=O)N2CCCC2)cc1,-1.2,3,1.4,-0.4,-1,-1,0.1,-1,-6,1.6,0.1
CCCNC(=O)C1(C)CCN(Cc2ccc(C(=O)OCC)cc2)C1 (centres undefined),-1.8,-1,-0.5,x,0,0,-1.4,-1,-8,-1.6,0.2
CCCn1nc(NC(=O)c2cccs2)c2cc3cc(C)ccc3nc21,-1.8,-2,-0.2,-2.3,-3,-89,-1.0,2,-3,5.4,0.9
CCCCNC(=O)C1CCC(CNS(=O)(=O)c2c(C)cc(C)cc2C)CC1 (centres undefined),-1.0,5,-2.0,-0.1,6,14,-0.3,-2,-12,0.5,-1.6
CCN1CCN(CCCCOc2ccccc2F)CC1,-1.4,2,-0.5,0.0,-3,-1,0.1,-1,9,5.8,3.4
Cc1ccc(-c2nnc(CSc3nnc(COc4ccccc4)n3-c3ccccc3)o2)cc1,-1.3,-13,-2.7,-0.9,-17,-3,-0.9,-3,-22,-2.3,1.6
COc1cccc(-c2ncc3ccccc3c2CO)c1,-1.8,-2,-1.6,-0.5,-5,2,0.2,2,2,1.0,1.1
CC(NC(=O)Nc1ccc2c(c1)OCO2)C1CCCO1 (centres undefined),-0.2,3,2.7,0.9,0,0,1.6,0,3,3.9,0.6
Cc1ccc(S(=O)(=O)N2CCC(=O)CC2)cc1,-0.8,-1,-1.4,0.2,3,-10,0.3,-2,1,1.9,0.4
CS(=O)(=O)Nc1ccc(C2=NN(C(=O)c3cccc(F)c3)C(c3cccs3)C2)cc1 (centres undefined),-0.4,-8,-2.2,-0.2,-41,11,-0.3,-5,-7,-2.1,2.4
Cc1ncc(CSc2nc3ccccc3[nH]2)c(N)n1,-1.6,-1,-1.3,0.9,1,-3,-1.2,-4,0,1.9,1.9
C(=N\Nc1cc(N2CCCCC2)ncn1)/c1ccco1,-1.1,-3,1.2,3.6,2,-6,1.8,3,-6,6.2,5.3
Cc1ccc(S(=O)(=O)N(C)c2ccc(C(=O)Nc3ccccn3)cc2)cc1,-1.8,-1,1.2,-1.9,-3,9,0.6,2,-9,0.6,1.4
CCOC(=O)Cn1nc(C)n(-c2ccc(C)cc2)c1=O,-0.2,-7,2.1,0.3,0,0,0.6,-5,5,1.4,-0.1
CCCCn1c(N)c(N(CC)C(=O)Cc2ccc(S(=O)(=O)N3CCOCC3)s2)c(=O)[nH]c1=O,-0.9,4,1.4,-0.8,5,-9,0.5,-1,3,-1.8,-4.0
Cc1cc(F)ccc1S(=O)(=O)N1CCCOC1CNC(=O)C(=O)NC1CC1 (centres undefined),-0.3,1,-1.6,0.1,2,7,-0.2,-1,3,2.2,0.8
O=C(N/N=C/c1ccccc1C(=O)O)c1ccc(COc2cccc3cccnc23)cc1,-0.8,-1,-0.8,1.5,-1,-19,-0.1,1,-3,1.6,1.1
Cc1cccc2cc(CN(CCN3CCCC3)C(=O)NC3CCCCC3)c(=O)[nH]c12,-1.0,-1,2.4,0.6,-4,-9,0.4,-2,-5,1.6,0.2
CC(C)Sc1nc2ccccc2n1CC(=O)NCc1ccc2c(c1)OCO2,-0.9,-4,-2.1,-0.5,-2,3,-0.4,-2,-5,-0.5,0.1
CC(=O)N1CCC(=NNC(=O)CSc2cc(C)c(Br)cc2C)CC1,0.3,-1,2.2,-0.7,2,12,1.4,6,0,2.1,1.6
Cc1nn(-c2ccc(Cl)cc2)c(N)c1C(O)(CSc1nccn1C)C(F)(F)F (centres undefined),1.0*,5,2.1,0.3,1,9,0.0,0,3,7.0,-1.6
COc1ccc(C(=O)COC(=O)C2COc3ccccc3O2)c(OC)c1 (centres undefined),-1.3,-3,0.9,2.9,1,-12,0.4,-2,-1,1.6,-0.1
